DAX1 inh-1: DAX1 (NR0B1) inhibition, primary screen. HEK293T StAR-luciferase reporter, SF-1/DAX-1 repression relief. inhibition, % at 6.8 µM. 370,000 compounds, 1.1% hits. AID 652010;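 active = inhibition above the mean over all tested compounds plus 3 SD, cut at about 3.6% in these data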;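 also: 0% = DAX-1 cells with DMSO and 100% = cells lacking DAX-1 with DMSO; higher inhibition means more luminescence from relief of DAX-1 repression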
SMARCA2 act: activators of SMARCA2 function | MG213 cells, MMTV-luciferase reporter, dexamethasone, overnight | activation, % at 9.1 µM | 370,000 compounds, 1% hits | AID 652017; in the data active = activation above about 7.8%;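 also: 0% = vehicle wells and 100% = reference activator wells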
ADAM17 inh: inhibits human ADAM17; P78536; recombinant ADAM17, EDANS/DABCYL FRET peptide cleavage; inhibition, % at 6.95 µM; 370,000 compounds, 0.83% hits;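 active = inhibition above the mean of compounds lying between control limits plus 3 SD, set per campaign, cut at about 8.5% in these data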;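 also: 0% = DMSO-only wells as the low control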
hgDAF12 agonist: activates the H. glycines DAF-12 receptor ligand-binding domain | HEK293 GAL4-hgDAF12 UAS-luciferase reporter, agonist luminescence; normalized to butyrate control | activation, % at 6.8 µM | 370,000 compounds, 1.8% hits;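 active = activation above a cutoff set at the mean of all screened compounds plus 3 SD, cut at about 10% in these data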;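 also: 0% = DMSO wells and 100% = sodium butyrate wells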
ssDAF12 agonist: S. stercoralis DAF-12 activation, primary screen; HEK293 ssDAF-12/GRIP1 lit1-tk-luc reporter, luminescence; % of 3 µM dafachronic acid response; activation, % at 6.8 µM; 370,000 compounds, 1% hits; AID 652126;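 active = activation above the mean over all tested compounds plus 3 SD, cut at about 0.9% in these data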;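 also: 0% = DMSO-only wells and 100% = 3 µM delta7-dafachronic acid wells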
PLC-beta3 inh: blocks human PLC-beta3 enzyme activity; Q01970; Purified PLC-beta3, fluorogenic substrate, fluorescence; inhibition, % at 12.2 µM; 370,000 compounds, 0.18% hits; AID 720704; in the data active = inhibition above about 11%;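 also: 0% = median of compound wells on plate and 100% = full blocker control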
NR1D1 modulator: modulates human Rev-erb alpha binding to DNA; P20393; Rev-erbα–FITC-DNA binding, fluorescence polarization, 90 min; activity, % at 10 µM; 370,000 compounds, 0.79% hits;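 active = activity above about 14%, limit read from the data; passing the limit was not always enough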;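 also: 0% = DMSO wells with 35 nM protein and 100% = DMSO wells with 750 nM protein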
MBD2 DNA inh: blocks human MBD2 binding to methylated DNA; TR-FRET, MBD2 binding to methylated oligonucleotide; inhibition, % at 4.4 µM; 370,000 compounds, 0.31% hits; AID 686964; in the data active = inhibition above about 13%
PLC-gamma1 inh: blocks human PLC-gamma1 enzyme activity; P19174; purified PLC-gamma1, fluorogenic substrate, fluorescence; inhibition, % at 12.2 µM; 370,000 compounds, 0.84% hits; AID 720700; in the data active = inhibition above about 9.5%
Target sequence (P19174 whole entry, looked up): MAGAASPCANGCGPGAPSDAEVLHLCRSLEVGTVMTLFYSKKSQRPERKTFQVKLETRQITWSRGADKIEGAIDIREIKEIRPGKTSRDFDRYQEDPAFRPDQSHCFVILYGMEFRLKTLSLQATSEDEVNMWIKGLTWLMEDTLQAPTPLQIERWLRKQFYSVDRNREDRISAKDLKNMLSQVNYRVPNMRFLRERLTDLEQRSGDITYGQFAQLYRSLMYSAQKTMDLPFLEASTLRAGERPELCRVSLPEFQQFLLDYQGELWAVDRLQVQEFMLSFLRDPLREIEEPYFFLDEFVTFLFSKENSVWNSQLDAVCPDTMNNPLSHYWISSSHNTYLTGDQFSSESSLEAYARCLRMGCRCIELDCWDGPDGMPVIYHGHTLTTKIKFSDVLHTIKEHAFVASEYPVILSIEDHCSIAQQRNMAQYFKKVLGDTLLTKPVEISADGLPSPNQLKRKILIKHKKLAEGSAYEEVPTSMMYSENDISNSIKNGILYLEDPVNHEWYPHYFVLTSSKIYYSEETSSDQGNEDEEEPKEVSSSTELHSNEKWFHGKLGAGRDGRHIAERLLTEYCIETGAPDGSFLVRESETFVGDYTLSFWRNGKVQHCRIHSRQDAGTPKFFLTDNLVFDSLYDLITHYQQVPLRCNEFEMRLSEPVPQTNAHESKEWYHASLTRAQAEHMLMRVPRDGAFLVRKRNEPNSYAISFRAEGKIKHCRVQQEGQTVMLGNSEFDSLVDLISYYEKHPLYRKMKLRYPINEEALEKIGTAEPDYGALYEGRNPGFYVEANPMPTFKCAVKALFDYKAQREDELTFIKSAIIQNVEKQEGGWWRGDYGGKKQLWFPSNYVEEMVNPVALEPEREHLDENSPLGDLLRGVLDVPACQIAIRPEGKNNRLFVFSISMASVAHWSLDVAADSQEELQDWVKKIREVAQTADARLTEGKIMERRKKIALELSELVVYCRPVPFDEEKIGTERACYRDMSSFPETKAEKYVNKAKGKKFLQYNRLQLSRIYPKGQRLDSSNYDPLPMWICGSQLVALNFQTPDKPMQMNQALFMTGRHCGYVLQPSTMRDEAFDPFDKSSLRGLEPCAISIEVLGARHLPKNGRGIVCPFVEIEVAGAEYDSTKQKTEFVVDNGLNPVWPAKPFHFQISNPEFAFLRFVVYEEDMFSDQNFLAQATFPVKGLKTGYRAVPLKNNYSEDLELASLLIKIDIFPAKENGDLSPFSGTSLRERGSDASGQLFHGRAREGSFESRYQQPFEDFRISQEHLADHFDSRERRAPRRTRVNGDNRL
hcDAF12 agonist: H. contortus DAF-12 activation, primary screen | HEK293 hcDAF-12 lit1-tk-luc reporter, luminescence; 0% DMSO, 100% Δ7-dafachronic acid | activation, % at 6.8 µM | 370,000 compounds, 1.4% hits | AID 652067;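 active = activation above the mean of all tested compounds plus 3 SD, cut at about 5.5% in these data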;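 also: 100% = response to 3 µM Δ7-dafachronic acid high control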
DAX1 inh-2: inhibitors of human orphan nuclear receptor DAX1 (NR0B1); 340,000 compounds, 0.99% hits; HEK293 Gal4-DAX1 luciferase reporter, luminescence; inhibition, % at 6.75 µM; AID 504766;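 active = inhibition above the mean over all tested compounds plus 3 SD, cut at about 4.2% in these data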;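 also: 0% = DAX1-transfected cells with DMSO and 100% = empty-vector control cells with DMSO; inhibition shows as a rise in luminescence from relieved DAX1 repression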
* = called active by the depositor; i = inactive; . = no result given.

SMILES	DAX1 inh-1	SMARCA2 act	ADAM17 inh	hgDAF12 agonist	ssDAF12 agonist	PLC-beta3 inh	NR1D1 modulator	MBD2 DNA inh	PLC-gamma1 inh	hcDAF12 agonist	DAX1 inh-2
Cc1cc(Br)ccc1NC(=O)CNC(=O)Cn1ncc(Cl)c(Cl)c1=O	-0.4	1.5	-3.4	-2.0	-1.1	-4.1	-3.5	5.1	-2.1	-1.1	2.7
CN(c1ccc(OCC(=O)OCC(=O)NC2CCCC2)cc1)S(=O)(=O)c1ccc2ccccc2c1	1.0	-2.5	2.0	0.8	1.2*	-9.3	0.0	-4.6	-0.8	2.5	-0.1
CC(C)CNC(=O)COC(=O)c1cc(Cl)cc(Cl)c1N	-0.4	0.8	-481.8	-1.7	-0.8	-438.6	-0.9	-3.1	-342.9	-0.7	0.5
COc1ccc(N2CCN(C(=O)c3ccccc3N(C)S(=O)(=O)c3ccc(C)cc3)CC2)cc1	-0.1	-2.7	-1.3	-4.4	-1.4	-10.9	-2.4	-0.7	2.0	-1.9	0.3
Cn1cccc1-c1nc2ccc(NC(=O)c3cccs3)cc2[nH]1	-0.4	-0.6	-3.0	2.3	-1.3	-38.8	1.2	-0.8	-33.2	-0.4	-1.3
O=C(O)CCCNC(=O)CC1S/C(=N/N=C/c2ccccc2O)NC1=O (stereo unspecified)	-0.4	-1.4	-14.9	-2.5	-0.9	-159.2	-0.6	-4.4	-154.8	-1.6	-0.4
O=C(N/N=C/c1cccc([N+](=O)[O-])c1)c1ccc(COc2ccccc2-c2ccccc2)cc1	0.2	-0.3	-2.2	1.1	0.1	-4.4	0.2	4.1	0.0	-0.9	-1.5
O=C(CSc1ccc(Cl)cc1)N1CCN(c2ncc(C(F)(F)F)cc2Cl)CC1	-0.1	-3.4	0.1	-2.9	-0.7	4.6	2.3	0.1	3.3	0.1	-1.7
Clc1ccccc1CN1CCN(c2ncccn2)CC1	-0.4	2.1	-1.6	-1.6	-1.9	0.1	0.5	0.5	2.0	-1.0	-1.6
COc1ccc(CNS(=O)(=O)c2cc3c4c(c2)CCN4C(=O)CC3)cc1	-1.6	-1.8	0.4	-1.8	-0.1	-10.9	2.9	6.9	-0.8	-1.1	0.0
CC(C)(C)C(=O)Nc1ncccc1C(O)c1cccc(C(F)(F)F)c1 (stereo unspecified)	-0.1	1.6	-0.2	1.4	-1.1	0.1	2.6	-1.0	0.9	0.5	-0.4
CN(C)S(=O)(=O)c1ccc2nc(COCc3nc4ccc(S(=O)(=O)N(C)C)cc4[nH]3)[nH]c2c1	.	.	-1.2	2.5	-1.3	-1.2	-0.8	-5.3	-0.3	3.1	.
CCOC(=O)c1ccc(-c2ccc3ncnc(N(C)Cc4sccc4C)c3c2)o1	0.3	-3.5	i	4.9	0.2	i	-4.4	-6.2	i	0.6	.
C=Cn1cc(CNC[C@H]2O[C@@H](n3ccc(N)nc3=O)[C@H](O)[C@@H]2O)c(C)n1	1.2	-1.5	-1.6	0.9	-1.3	0.8	3.4	-3.4	0.0	0.5	1.4
CCOC(=O)C1CCCN(C(=O)c2ccc3c(c2)NC(=O)C(N2CCOCC2)S3)C1 (stereo unspecified)	-0.8	-2.0	-3.7	-1.5	-1.9	-3.4	-4.0	1.5	0.0	-1.4	-1.4
O=C(c1ccc(Cl)cc1)N1C2C=CC(C2)C1(C(F)(F)F)C(F)(F)F (stereo unspecified)	0.7	0.2	-3.2	-0.9	0.7	-1.1	1.0	-2.4	0.4	1.3	0.1
C=CCOC(=O)C1=C(C)NC(=O)NC1c1ccc(OCC)cc1 (stereo unspecified)	-0.1	4.5	0.0	1.2	-1.5	3.7	4.9	-7.7	1.4	-1.8	0.4
Cc1ccc2nc(-c3ccccc3)nn2c1	3.5	0.0	-1.4	10.0	0.7	-0.5	-1.2	-4.1	2.0	6.5*	-3.6
COc1ccc(Cl)cc1C(=O)NNC(=S)NC(=O)/C=C/c1ccco1	0.2	-1.1	1.2	4.5	-0.3	-1.0	1.6	5.6	-1.6	3.6	3.2
COc1ccccc1C1=NC(c2ccc(C)cc2)N=C1C (stereo unspecified)	1.3	0.0	6.0	7.6	-0.7	3.3	-5.9	-5.1	5.9	-1.0	0.1
COc1ccc(C(C)=O)cc1COC(=O)c1cccnc1SC	-1.8	-1.2	1.2	0.3	-1.9	-5.6	-2.9	-5.0	0.6	-1.3	-1.4
CCOC(=O)CNC(=O)CSc1nc2cccnc2n1Cc1ccccc1	-1.2	-1.2	-3.6	-1.9	-1.3	-1.9	2.9	-4.3	-4.0	-1.6	-0.2
CCCCCCOC(=O)CCc1c(C)nc(N)[nH]c1=O	-0.3	1.6	-1.4	2.9	-1.4	2.2	8.7	2.0	-0.2	-1.4	-0.7
CC(=O)c1cc(CN2CCC(n3nccc3NC(=O)c3ccccc3C)CC2)cs1	-1.3	2.5	-0.7	-4.3	-0.4	-3.7	0.0	-1.5	0.2	-0.9	0.4
C=CCOn1c(C)c(C(C)=O)c2c3no[n+]([O-])c3ccc21	0.4	1.8	-1.7	3.7	-1.3	0.2	-5.6	-1.9	-0.4	-0.7	-0.8

Reformatted with two lines to a compound: part of the list above
Order of results: DAX1 inh-1, SMARCA2 act, ADAM17 inh, hgDAF12 agonist, ssDAF12 agonist, PLC-beta3 inh, NR1D1 modulator, MBD2 DNA inh, PLC-gamma1 inh, hcDAF12 agonist, DAX1 inh-2
> C=CCOC(=O)C1=C(C)NC(=O)NC1c1ccc(OCC)cc1 (stereo unspecified)
    -0.1, 4.5, 0.0, 1.2, -1.5, 3.7, 4.9, -7.7, 1.4, -1.8, 0.4
> CC(C)CNC(=O)COC(=O)c1cc(Cl)cc(Cl)c1N
    -0.4, 0.8, -481.8, -1.7, -0.8, -438.6, -0.9, -3.1, -342.9, -0.7, 0.5
> CCOC(=O)c1ccc(-c2ccc3ncnc(N(C)Cc4sccc4C)c3c2)o1
    0.3, -3.5, i, 4.9, 0.2, i, -4.4, -6.2, i, 0.6, .
> CC(=O)c1cc(CN2CCC(n3nccc3NC(=O)c3ccccc3C)CC2)cs1
    -1.3, 2.5, -0.7, -4.3, -0.4, -3.7, 0.0, -1.5, 0.2, -0.9, 0.4
> O=C(O)CCCNC(=O)CC1S/C(=N/N=C/c2ccccc2O)NC1=O (stereo unspecified)
    -0.4, -1.4, -14.9, -2.5, -0.9, -159.2, -0.6, -4.4, -154.8, -1.6, -0.4
> COc1ccccc1C1=NC(c2ccc(C)cc2)N=C1C (stereo unspecified)
    1.3, 0.0, 6.0, 7.6, -0.7, 3.3, -5.9, -5.1, 5.9, -1.0, 0.1
> CCOC(=O)C1CCCN(C(=O)c2ccc3c(c2)NC(=O)C(N2CCOCC2)S3)C1 (stereo unspecified)
    -0.8, -2.0, -3.7, -1.5, -1.9, -3.4, -4.0, 1.5, 0.0, -1.4, -1.4

Remaining list, next part
SMILES	DAX1 inh-1	SMARCA2 act	ADAM17 inh	hgDAF12 agonist	ssDAF12 agonist	PLC-beta3 inh	NR1D1 modulator	MBD2 DNA inh	PLC-gamma1 inh	hcDAF12 agonist	DAX1 inh-2
CCOc1ccc(C(=O)NCC(=O)NCCCn2nc(C)cc2C)cc1OCC	-2.0	-2.7	-1.1	2.0	-1.4	-5.4	-7.8	2.8	4.6	1.9	-0.1
COc1ccccc1CNC(=O)COc1ccc(C)cc1	-0.1	-0.8	-3.6	-1.9	-1.0	-6.6	-2.8	-1.5	0.5	-0.3	-0.1
O=C(NCc1ccco1)/C(=C/c1ccco1)NC(=O)c1ccc(Br)o1	-0.2	2.1	-3.2	0.5	-0.6	-17.4	7.4	-3.8	-14.7	0.2	-0.7
CCCCN(Cc1cc2ccccc2[nH]c1=O)S(C)(=O)=O	-0.8	-2.1	-9.0	-2.0	-1.1	-7.4	4.0	6.5	-3.4	-3.5	-0.1
Cc1cc(NC(=O)C2CC2)ncc1NC(=O)C12CC3CC(CC(C3)C1)C2	0.1	-1.9	-4.3	0.0	-1.2	1.6	0.3	1.7	-0.2	-0.8	-0.8
c1cncc(-c2nc3ccccc3[nH]2)c1	0.7	-1.7	-6.5	4.5	-0.6	-3.5	0.8	2.6	-2.1	3.1	0.7
Cc1ccc(S(=O)(=O)N2CCC3(CC2)OCCN3S(=O)(=O)c2c(C)cc(C)cc2C)cc1	0.0	4.1	-0.3	0.3	-1.3	-3.4	1.8	-3.0	1.9	-0.5	0.6
CN(C)c1ccc(CN(C(=O)c2ccccc2Br)C2CCS(=O)(=O)C2)cc1 (stereo unspecified)	-0.3	-0.5	-3.6	-2.5	-1.1	-5.2	-2.4	0.2	1.1	-0.8	0.8
CN(C)CC(=O)N[C@@H]1C[C@@H]2O[C@@H](CO)CC[C@@H]2O[C@@H]1CCc1ccc(C#Cc2ccccc2)cc1	-1.1	-1.5	2.1	-3.5	-2.3	-0.4	-5.0	-2.9	0.7	-3.0	.
C=CCNC(=O)c1c(CSc2ccccc2)noc1C(=O)NCc1ccccc1	0.1	1.4	4.1	-1.9	-1.4	-0.9	-3.1	0.9	-3.9	-2.1	0.7
COc1cc2c3c(c1OC)-c1cc4c(cc1CC3(C#N)N(C(=O)c1ccccc1)CC2)OCO4 (stereo unspecified)	-0.9	-3.7	-0.1	-1.9	-1.3	0.0	-2.0	1.4	1.0	-1.9	-1.0
O=C(C[n+]1cc(Br)cc2ccccc21)c1ccc(F)cc1	-0.5	0.1	-2.5	5.5	-0.7	-53.4	4.4	-4.0	-40.8	2.2	0.6
CCNC(=S)N1CCc2cc(OC)c(OC)cc2C1COc1ccccc1OC (stereo unspecified)	-0.1	-2.1	-128.8	1.7	-0.7	-326.8	1.2	0.0	-199.6	-0.6	0.0
COc1ccc(-c2[nH]ncc2CN2CCC(C(=O)c3ccc(F)cc3)CC2)cc1	-0.4	-2.3	-1.6	0.4	-1.1	-1.9	-7.5	1.3	1.2	-0.8	-0.3
S=c1nc(Cc2ccc(Cl)cc2)[nH]c2ccccc12	0.5	-0.6	-2.4	-1.8	-1.3	-4.2	10.3	-1.1	-5.2	-1.9	.
Cc1cc2c(cc1S(=O)(=O)N(C)Cc1ccccc1)n(C)c(=O)c(=O)n2C	-0.3	-1.6	-11.4	-0.9	-1.3	-35.2	0.2	1.7	-25.4	-1.7	-1.6
N#C/C(=C(/O)c1cccc(F)c1)c1nc2ccccc2s1	0.4	-2.8	-1.4	7.2	-1.3	-16.4	1.4	-3.7	-7.0	2.5	1.0
Cc1ccc(NC(=O)CNC(=O)c2ccccc2F)cc1Cl	0.5	0.5	-0.5	0.2	-1.3	-3.3	-18.8	5.0	-3.5	0.4	0.2
CC1(C)Cc2cccc(OCC(=O)OCC(=O)c3ccccc3)c2O1	0.6	5.3	2.3	1.9	-1.4	-0.9	-6.2	-1.4	6.7	0.4	0.6

Compound activity as filed in PubChem BioAssay.
